POLB inh – inhibitors of human DNA polymerase beta; P06746; Pol beta primer extension/strand displacement, fluorescence kinetic; Potency, µM (doses to about 114 µM), for inactives: top-dose activity change, negative = inhibition, actives largely listed as inhibitors; hit rate 1.3% among 340,000; AID 485314; further: on the % scale 0 is the no-effect control and ±100 the full control effect
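Reaction started by 50 nM substrate onto compound-treated Pol beta (10 nM, 15 min preincubation, room temperature); plates read at 0 min and 10 min. Normalized concentration-effect data fitted by four-parameter Hill equation.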
BLM inh – blocks DNA unwinding by human BLM helicase | P54132 | recombinant BLM DNA unwinding, fluorescence dequenching | Potency, µM (titrated, usually from 56.1 µM), without a hit: top-dose activity change, negative = inhibition, hits mostly inhibitors | hit rate 0.2% among 350,000;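 further: plate controls were vehicle for no effect and no enzyme for full effect; nearly all actives have a fitted effect of over 35% in size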
Pol iota inh – inhibitors of human DNA polymerase iota; Potency, µM (series often up to 115 µM), inactives show at the highest dose activity, negative = inhibition, usual class: inhibitors; Pol iota fluorescent replication assay, 10 min; Q9UNA4; hit rate 1% among 390,000
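Pol iota at 10 nM preincubated 15 min with compounds at room temperature; reaction started with fluorescent substrate, 50 nM final. Fluorescence read kinetically at 0 and 10 min; buffer-only wells as negative control.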
JMJD2A Tudor – JMJD2A Tudor domain (human) inhibition. hit rate 4.4% among 390,000. AID 504339. O75164. AlphaScreen JMJD2A-Tudor / H3K4me3 peptide binding. Potency, µM (highest dose often 114 µM), for inactives: top-dose activity change, negative = inhibition, usual class: inhibitors; further: on the % scale 0 is the no-effect control and ±100 the full control effect; nearly all actives have a fitted effect of over 50% in size
Pol kappa inh – DNA polymerase kappa (human) inhibition; Q9UBT6; purified Pol kappa, fluorescent DNA synthesis assay, 10 min; Potency, µM (highest dose often 107 µM), inactives show at the highest dose activity, negative = inhibition, most hits filed as inhibitors; hit rate 0.53% among 400,000; further: on the % scale 0 is the no-effect control and ±100 the full control effect
Target sequence (Q9UBT6 whole entry, looked up): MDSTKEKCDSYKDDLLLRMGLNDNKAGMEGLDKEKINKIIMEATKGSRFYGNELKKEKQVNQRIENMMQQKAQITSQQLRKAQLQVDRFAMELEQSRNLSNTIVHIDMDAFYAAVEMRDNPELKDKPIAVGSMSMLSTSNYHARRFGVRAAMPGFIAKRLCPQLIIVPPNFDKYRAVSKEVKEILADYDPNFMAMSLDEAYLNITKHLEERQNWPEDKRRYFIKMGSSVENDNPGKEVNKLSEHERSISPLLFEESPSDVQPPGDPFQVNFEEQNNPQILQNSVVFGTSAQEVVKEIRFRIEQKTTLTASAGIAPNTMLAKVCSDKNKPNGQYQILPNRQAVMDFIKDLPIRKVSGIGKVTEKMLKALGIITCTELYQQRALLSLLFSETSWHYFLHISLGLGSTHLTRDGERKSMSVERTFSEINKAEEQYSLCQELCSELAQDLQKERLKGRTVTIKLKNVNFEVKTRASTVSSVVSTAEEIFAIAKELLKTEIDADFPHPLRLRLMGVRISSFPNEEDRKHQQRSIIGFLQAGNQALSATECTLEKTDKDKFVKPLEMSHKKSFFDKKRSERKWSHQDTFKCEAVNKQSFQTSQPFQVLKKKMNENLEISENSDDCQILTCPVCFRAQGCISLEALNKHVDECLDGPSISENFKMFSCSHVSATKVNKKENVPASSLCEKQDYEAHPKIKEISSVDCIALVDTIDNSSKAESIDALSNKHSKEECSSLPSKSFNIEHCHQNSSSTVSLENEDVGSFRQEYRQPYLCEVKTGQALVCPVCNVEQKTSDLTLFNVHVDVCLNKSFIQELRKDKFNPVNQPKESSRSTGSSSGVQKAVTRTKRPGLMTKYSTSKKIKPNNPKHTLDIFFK
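Pol kappa 10 nM + cpd, 15 min RT; start w/ substrate 50 nM final; fluorescence kinetic read, 0 and 10 min. Neg ctrl: buffer, no enzyme.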
APE1 inh – blocks human APE1 abasic DNA cleavage; hit rate 0.35% among 350,000; AID 2517; recombinant APE1, TAMRA/BHQ-2 abasic DNA cleavage fluorescence; Potency, µM (top dose mostly 65.8 µM), for the others: at the highest dose activity change, negative = inhibition, actives largely listed as inhibitors; P27695;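 further: plate controls were vehicle for no effect and reference inhibitor for full effect; nearly all actives have a fitted effect of over 55% in size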
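Step 1: APE1 (0.75 nM) with compound, 15 min RT. Step 2: add 50 nM fluorophore/quencher THF duplex. Step 3: three fluorescence reads 60 s apart (525/598 nm); read 3 minus read 1 = reaction progress.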
BAZ2B block – blocks human BAZ2B. Potency, µM (doses to about 114 µM), for inactives: top-dose activity change, negative = inhibition, most hits filed as inhibitors. AlphaScreen BAZ2B-H3K14Ac peptide displacement. hit rate 4.4% among 360,000. Q9UIF8; further: on the % scale 0 is the no-effect control and ±100 the full control effect; nearly all actives have a fitted effect of over 60% in size
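In this displacement format the biotinylated H3(5-23) peptide acetylated at Lys14 serves as ligand at 50 nM, with BAZ2B at 50 nM in PBS pH 7.4 containing 0.01% Tween-20. Donor and acceptor beads are 10 ug/mL final.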
G9a inh – G9a (human) methyltransferase inhibition; Q96KQ7; G9a H3K9 monomethylation, AlphaScreen, 2 h; Potency, µM (highest dose often 102 µM), inactives show at the highest dose activity, negative = inhibition, usual class: inhibitors; hit rate 8.8% among 350,000; further: on the % scale 0 is the no-effect control and ±100 the full control effect; nearly all actives have a fitted effect of over 75% in size
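Quantitative HTS format: methyltransferase activity on a biotin-tagged H3K9 peptide is measured by AlphaScreen, using a rabbit anti-monomethyl-H3K9 antibody with streptavidin donor and anti-IgG acceptor beads. Final levels are 20 nM enzyme, 500 nM peptide, 20 uM SAM; 2 h RT.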
POLH inh – DNA polymerase eta (human) inhibition; recombinant Pol eta, fluorescent DNA replication assay; Potency, µM (top dose mostly 114 µM), without a hit: at the top dose activity change, negative = inhibition, actives largely listed as inhibitors; hit rate 1.2% among 390,000; AID 588591; further: on the % scale 0 is the no-effect control and ±100 the full control effect
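Pol eta at 10 nM preincubated with compounds 15 min at room temperature; reaction started with fluorescent substrate (50 nM final) and read kinetically at 0 and 10 min.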
Starred values were filed as active, the others as inactive; u = inconclusive; x = not tested or not shown; [ ] = remark or other dose. The call rests on the fitted dose curve; in most records, active means well fitted curve in the direction sought with a large enough effect; inconclusive means small, poorly fitted or top-dose-only effect, or another doubt; inactive means no such curve, though single readings can be large; an effect the other way counts as inactive or inconclusive. Potency means the concentration at half of the fitted maximal effect. Not all compounds are listed; count on the stated rates, not on these rows.

Values in the order: POLB inh	BLM inh	Pol iota inh	JMJD2A Tudor	Pol kappa inh	APE1 inh	BAZ2B block	G9a inh	POLH inh
- COCCn1c(CN2CCc3ccccc3C2)nc2c1c(=O)n(C)c(=O)n2C
→ 57%	-7%	55%[activator]	-2%	2%	11%	-5%	x	-6%
- Cc1nc(NCCc2ccc(F)cc2)c(C#N)c(C)c1[N+](=O)[O-]
→ 39%	1%	14%	-12%	-21%	-4%	0%	2%[59 µM]	-16%
- Clc1ccc2c(N/N=C/c3cccc(Br)c3)ccnc2c1
→ 32µM*	-16%	-12%	-35%	-11%	-2%	-6%	12%[59 µM]	2%
- O=c1c2ccccc2c(-c2ccc(O)cc2)nn1-c1cccc(C(F)(F)F)c1
→ 18%	-11%	47%[activator]	-18%	-18%	-8%	2%	34%[activator][59 µM]	-15%
- COc1ccc(N(C)C(=O)c2cn(CC(C)C)c(=O)c3cc(OC)c(OC)cc23)c(OC)c1
→ 14%	0%	7%	-7%	-11%	-13%	22%	28%	1%
- O=C(CCN1C(=O)/C(=C/c2ccccc2Cl)SC1=S)NC1=NCCS1
→ 3%	-6%	42%[activator]	u	3%	5%	u	-24%[59 µM]	-22%
- COc1ccc(Cn2c(=S)[nH]c3cc(C(=O)N4CCCCC4)ccc3c2=O)cc1
→ 31%	-1%	109%[activator]	u	-3%	-7%	6%	23%	3%
- O=C(NC1CCCC1)c1cnn2c(C(F)(F)F)cc(-c3ccco3)nc12
→ 12%	-9%	-22%[58.9 µM]	-11%	-17%	-4%	-1%	u	-24%
- COc1ccccc1NC(=O)Cn1nc(-c2ccc3c(c2)OCCO3)ccc1=O
→ -30%	-2%	5%	-19%	-10%	-2%	-30%	u	-14%
- C/C(=N\NC(=O)C(N)=O)c1cccc([N+](=O)[O-])c1
→ 16%	1%	-5%	u	-5%[60.1 µM]	17%	u	u	-14%
- N#Cc1c(N2CCN(C(=O)c3ccco3)CC2)nc(-c2ccccc2)c2c1CCCC2
→ -2%	-14%	u	-14%	-1%	-3%	-11%	-33%[59 µM]	-13%
- CC(C)CCn1c(=O)c2ccccc2n2c(CCl)nnc12
→ -2%	-8%	126%[activator]	-3%	-19%	-2%	-11%	-6%	8%
- CN(C)c1nc(N)c([N+](=O)[O-])c(NCc2ccccc2)n1
→ 91%	1%	18%	-17%	-16%	1%	-3%	5%	-8%
- CCOC(=O)C(Oc1ccc(=O)[nH]n1)C(C)=O (stereo not given)
→ -27%	-3%	-8%	-9%	-9%	3%	1%	u	-1%
- C/C=C/Cn1c(SCc2ccccc2)nc2c1c(=O)[nH]c(=O)n2C
→ -22%	-1%	8%	-20%	-6%	-2%	-8%	35µM*	2%
- CCN(CC(=O)Nc1c(F)cccc1F)C(=O)C1CC1
→ x	x	8%	1%	-11%	48%[activator]	9%	-4%[59 µM]	-20%
- CCNC(=S)Nc1cccc(S(=O)(=O)NC2=NCCC2)c1
→ 14%	-3%	7%	-8%	-11%	0%	-16%	11%[59 µM]	4%
- COCCn1c(SCC#N)nnc1-c1ccccc1O
→ 4%	-3%	u	-3%	-2%	-2%	-1%	18%[59 µM]	-19%
- COc1ccc(C)cc1NC(=O)C1CCN(S(=O)(=O)c2cccc3cccnc23)CC1
→ 4%	-5%	6%	u	-12%	3%	-3%	-24%	-10%
- COCc1c(C(=O)N/N=C/C2CC=CCC2)nnn1-c1nonc1N (stereo not given)
→ 40%	-2%	7%	-7%	-3%	-4%	1%	-2%[59 µM]	-6%
- Cn1cc(SCC(=O)N2CCCc3ccccc32)c2ccccc21
→ 2%	-4%	41%[activator]	-13%	3%	0%	-26%	u	-13%
- CCN1C(=O)C(=O)N(CC(=O)c2cc(C)n(C3CC3)c2C)C1=O
→ x	x	15%	-19%	-5%	-10%	2%	-8%[59 µM]	5%
- COc1ccc(OC)c(-n2c(-c3cccc(C)c3)n[nH]c2=S)c1
→ 8%	-1%	48%[activator]	u	-16%	-2%	u	1.1µM*	5%
- CCN(CC)C(=O)c1ccc(C(=O)c2c(C)cc(C)cc2C)cc1
→ 1%	-2%	-7%	-16%	-20%	-1%	2%	4%[12.7 µM]	-8%
- Cc1cc(N2CCN(c3ccccc3)CC2)nc(-n2nc(C)cc2C)n1
→ 35%	0%	9%[58.9 µM]	45µM*	-7%	1%	u	11%[2.33 µM]	-4%
- COc1ccc(CCNC(=O)c2ccc(-c3ccc([N+](=O)[O-])cc3Cl)o2)cc1
→ 10%[57.1 µM]	-6%	19%	u	-2%	-8%	-34%	35µM*	-23%
- COc1ccc(NC(=O)Nc2cccs2)cc1OC
→ -1%	-6%	13%	u	-23%	-8%	u	45µM*	-10%
- CC(C)C1=CC(=Nc2ccc(S(N)(=O)=O)cc2)C=C(C(C)C)C1=O
→ 20%	-10%	3%	56µM*	6%	-5%	45µM*	x	3%
- Cc1cccn2cc(CNC(=O)CC3CCCC3)nc12
→ 16%	-3%	4%	-8%	-1%	-1%	7%	11%[12.7 µM]	-3%
- C=CCOc1c(Br)cc(/C=N\n2nnnc2N)cc1OC
→ 84%	-1%	9%	-21%	-14%	-5%	8%	5%[59 µM]	-2%

3 entries already listed, sorted by length of the SMILES, ascending:
Values in the order: POLB inh	BLM inh	Pol iota inh	JMJD2A Tudor	Pol kappa inh	APE1 inh	BAZ2B block	G9a inh	POLH inh
- CCN(CC(=O)Nc1c(F)cccc1F)C(=O)C1CC1
→ x	x	8%	1%	-11%	48%[activator]	9%	-4%[59 µM]	-20%
- CN(C)c1nc(N)c([N+](=O)[O-])c(NCc2ccccc2)n1
→ 91%	1%	18%	-17%	-16%	1%	-3%	5%	-8%
- C/C=C/Cn1c(SCc2ccccc2)nc2c1c(=O)[nH]c(=O)n2C
→ -22%	-1%	8%	-20%	-6%	-2%	-8%	35µM*	2%

More compounds:
Values in the order: POLB inh	BLM inh	Pol iota inh	JMJD2A Tudor	Pol kappa inh	APE1 inh	BAZ2B block	G9a inh	POLH inh
- CN(C)CCNC(=O)COc1ccc(C23CC4CC(CC(C4)C2)C3)cc1
→ -2%	-7%	u	-31%	-19%	-5%	-31%	50µM*	-12%
- [O-][n+]1onc2c1C(N1CCOCC1)CCC2N1CCOCC1 (stereo not given)
→ 7%	2%	1%	-25%	-7%	-1%	2%	19%[59 µM]	-3%
- CCOc1ccccc1C(=O)Nc1cccc2ccccc12
→ 31%	-4%	30%	1%	-5%	22%	26%	82%[activator]	-21%
- CCN(C(=O)COC(=O)CCS(=O)(=O)c1ccc(C)cc1)C1CCS(=O)(=O)C1 (stereo not given)
→ -1%	-2%	22%	1%	-2%	29%	-9%	24%	-9%
- CCOc1ccccc1-c1nnc(SCC(=O)Nc2ccccc2)o1
→ -10%	-4%	-3%	0%	-2%	-5%	-2%	u	-16%
- COc1cccc(CN2CCNC(=O)C2CC(=O)N(C)CCc2ccccn2)c1 (stereo not given)
→ -6%	-5%	56%[activator]	-9%	-13%	-1%	-3%	45µM*	-4%
- CCN(CC)C(=O)c1nc[nH]c1C(=O)N(C)Cc1ccccc1
→ x	x	19%	-25%	-3%	15%	11%	-5%[2.33 µM]	-12%
- O=CN(/C=C1\Sc2ccccc2C1=O)Cc1ccccc1
→ -3%	-2%	5%	-27%	-6%	-1%	1%	-8%[59 µM]	u
- O=C(CSc1nnc(COc2ccccc2)o1)Nc1nccs1
→ 3%	2%	-9%	-34%	13%	-1%	79µM*	13%	-5%
- COc1cccc(CNC(=O)Cn2ncn3cccc3c2=O)c1OC
→ 20%	0%	27%	-16%	7%	39%	-30%	6%	-14%
- CCC(c1nnnn1CCOC)N1CCN(c2cccc(C(F)(F)F)c2)CC1 (stereo not given)
→ -18%	-4%	-6%	u	-15%	0%	u	-13%[59 µM]	-15%
- CC(OC(=O)CCCOc1ccccc1)C(=O)NC(N)=O (stereo not given)
→ 8%	2%	26%	40%[activator]	-4%	4%	0%	53%[activator][12.7 µM]	10%
- Cc1cc2c(cc(C(=O)NCCCN3CCOCC3)n2Cc2ccc(Cl)cc2)o1
→ 3%	-12%	-15%	u	0%	-5%	u	u	-11%
- O=C(CN1CCN(S(=O)(=O)N2CCCCC2)CC1)Nc1cc(Cl)ccc1Cl
→ 34%	-5%	-4%	-6%	3%	24%	6%	13%	11%
- Cc1cccc(-c2nc3c4c(-c5ccccc5)c(-c5ccccc5)oc4ncn3n2)c1
→ 3%	-1%	7%	-14%	12%	x	-3%	-22%[59 µM]	0%
- O=C(Cn1c2c(c(=O)n3ncnc13)CCC2)N/N=C/c1cccs1
→ 24%	-5%	35%[activator]	3%	3%	1%	-1%	x	-4%
- CCC(C)C(=O)Nc1nnc(SCC(=O)NC2CCCCC2)s1 (stereo not given)
→ 59%	0%	-3%	-1%	1%	-6%	9%	4%	-9%
- COCCN(C(=O)c1ccc2c(c1)C(=O)N(c1ccccc1Cl)C2=O)c1c(N)n(CC(C)C)c(=O)[nH]c1=O
→ x	x	11%	-2%	5%	x	x	x	-22%
- CCc1ccc(/C=C2/C(=O)N(CC)C(=S)N2C)s1
→ 3%	0%	-9%	42%[activator]	-6%[60.1 µM]	-11%	28%	29%[59 µM]	-4%
- CC(=O)c1ccc(N2CCN(C(=O)CCS(=O)(=O)c3ccc4c(c3)oc(=O)n4C)CC2)cc1
→ 14%	-5%	31%[activator]	-6%	9%	x	11%[57.1 µM]	-15%[59 µM]	-11%
- O=C(c1c(F)cccc1F)N1CCN(c2ncc(Br)cn2)CC1
→ 3%	-8%	58%[activator]	7%	-14%	2%	11%	-6%	1%
- O=C1c2ccc([N+](=O)[O-])cc2C(=O)N1c1ccc([N+](=O)[O-])cn1
→ x	x	32%	-20%	5%	x	x	x	-1%
- CCN(c1ccccc1)S(=O)(=O)c1ccc(Cl)nc1
→ 0%	-2%	2%	-1%	3%	-5%	x	-17%	-8%
- CCc1ccc(NC(=O)Cn2c(=O)n(-c3cc(C)cc(C)c3)c(=O)c3oc4ccccc4c32)cc1
→ 0%	0%	3%	-9%	5%	x	-4%	-3%[59 µM]	-18%
- CCOc1ccc(NC(=O)Cn2c(=O)n(-c3ccc(C)cc3)c(=O)c3cc(OC)c(OC)cc32)cc1
→ -16%	-10%	25%	-2%	-21%	x	2%	4%[59 µM]	-9%
- CN(Cc1nc(-c2ccccn2)no1)S(=O)(=O)c1ccc(Br)cc1
→ 34%	-1%	6%	-11%	0%	3%	-4%	-18%[12.7 µM]	-16%
- CC(C)(C)OC(=O)n1cc(/C=N/NC(=O)c2ccco2)c2ccccc21
→ 5%	-5%	27%	-21%	-23%	-5%	-5%	x	-1%

From PubChem BioAssay
